# Eya2 inh: Eya2 (human) phosphatase inhibition; 330,000 tested, 0.006% active; O00167; Potency, µM (titrated, usually from 76.9 µM), for the others: at the highest dose activity, negative = inhibition, actives largely listed as inhibitors; recombinant Eya2, OMFP fluorescence dephosphorylation (OMFP is methylfluorescein phosphate); further: potency means the concentration at half of the fitted maximal effect; on the % scale 0 is the no-effect control and ±100 the full control effect
#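 Eya2 (0.2 uM) preincubated 10 min at ambient with compound, then OMFP substrate added at 50 uM; 10 min reaction in 50 mM HEPES pH 7.5, 50 mM NaCl, 5 uM MgCl2, 0.05% BSA, 1 mM DTT. Fluorescence read at Ex 485/Em 525 nm.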
# TSHR antag: antagonists of human thyroid stimulating hormone receptor | activity change, negative = inhibition, % at 11.5 µM | P16473 | AID 504810 | TSHR-expressing cells, TSH-stimulated cAMP HTRF, 2 h; stronger effect = lower value | 330,000 tested, 0.2% active;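 active means activity change below a set negative limit, meaning inhibition stronger than a set level, cut at about -70% in these data; inconclusive means activity change between two set negative limits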; further: on the % scale 0 is the no-effect control and ±100 the full control effect
# Target sequence (P16473 whole entry, looked up): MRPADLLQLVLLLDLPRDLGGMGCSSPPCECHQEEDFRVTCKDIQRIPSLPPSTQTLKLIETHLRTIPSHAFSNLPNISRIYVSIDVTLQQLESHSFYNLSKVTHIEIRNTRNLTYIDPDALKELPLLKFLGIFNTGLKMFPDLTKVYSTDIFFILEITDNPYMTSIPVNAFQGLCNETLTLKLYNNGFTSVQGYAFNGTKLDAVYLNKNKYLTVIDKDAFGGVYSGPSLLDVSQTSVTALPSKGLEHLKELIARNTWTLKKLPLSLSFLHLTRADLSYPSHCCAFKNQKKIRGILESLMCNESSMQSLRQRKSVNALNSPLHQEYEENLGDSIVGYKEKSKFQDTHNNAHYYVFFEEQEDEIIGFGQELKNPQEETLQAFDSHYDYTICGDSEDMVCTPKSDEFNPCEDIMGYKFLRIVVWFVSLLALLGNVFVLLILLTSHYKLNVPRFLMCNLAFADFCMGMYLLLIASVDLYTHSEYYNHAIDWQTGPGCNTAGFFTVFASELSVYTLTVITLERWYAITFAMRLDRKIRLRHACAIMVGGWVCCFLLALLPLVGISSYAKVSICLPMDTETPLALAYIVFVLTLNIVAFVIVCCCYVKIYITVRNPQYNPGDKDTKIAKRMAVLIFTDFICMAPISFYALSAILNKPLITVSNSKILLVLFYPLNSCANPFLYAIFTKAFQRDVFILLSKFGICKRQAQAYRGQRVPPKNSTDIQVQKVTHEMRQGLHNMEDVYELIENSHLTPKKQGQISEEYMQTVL
#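 Antagonism was scored as loss of TSH-driven cAMP in TSHR cells, stimulated with 4nM TSH (EC80) for 2 hours at 37 deg C and detected by homogeneous HTRF competition immunoassay.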
# ELG1 DNA repair: blocks ELG1-dependent DNA repair in HEK293T cells; 330,000 tested, 2.3% active; AID 504467; Potency, µM (highest dose often 46.1 µM), for inactives: at the highest dose activity change, negative = inhibition, actives largely listed as inhibitors; HEK293T ELG1-luciferase reporter, luminescence, 16 h; DNA damage induced by 5-fluorouridine; further: potency means the concentration at half of the fitted maximal effect; on the % scale 0 is the no-effect control and ±100 the full control effect; nearly all actives have a fitted effect of over 55% in size
#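 HEK293T cells expressing luciferase-tagged ELG1 (2,000/well) received 5-Fluorouridine plus compound or DMSO for 16 hr at 37 °C. Luciferase was read by ONE-Glo luminescence after 30 min at room temperature.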
# Chronic BCR inh: blocks chronic active B-cell receptor signaling; ABC-DLBCL IkBa-CBG/CBR reporter, luminescence ratio, 4 h; 340,000 tested, 0.05% active; Potency, µM (top dose mostly 46.1 µM), for the others: at the top dose ratio change, negative = lower green/red ratio, most hits filed as inhibitors; active means well fitted inhibition curve with a large enough effect in the signal ratio, with a control signal flat, not every such curve was filed as active; inconclusive means small, poorly fitted or top-dose-only effect, or effect the other way, or a change in a side signal; the % refers to the signal ratio;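 further: potency means the concentration at half of the fitted maximal effect; plate controls were basal doxycycline-induced cells for no effect and cells given 10 µM MG132 for full effect; MG132 reads +100%, hits lower the ratio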
#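 Doxycycline induced both beetle luciferases in TMD8 lymphoma cells; IKK-driven degradation limits the IkappaBalpha-fused green signal, while red luminescence normalises for cell number and nonspecific effects. Compounds tested up to 46 uM, 4 hrs.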
# USP2a block: inhibitors of human ubiquitin-specific protease USP2a; O75604; USP2 core, Ub-CHOP2 coupled fluorogenic reporter, 485/531; Potency, µM (top dose mostly 38.3 µM), without a hit: top-dose activity change, negative = inhibition, actives largely listed as inhibitors; 330,000 tested, 0.01% active;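 further: potency means the concentration at half of the fitted maximal effect; plate controls were DMSO wells for no effect and full inhibition by NEM control for full effect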
#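 Deubiquitinase activity read as fluorescence (485/531 nm) after Ub-CHOP2 cleavage activates the enterokinase reporter on its substrate; USP2 core 10nM, Ub-CHOP2 and substrate 25nM each, 30min compound preincubation then 60min RT; data normalized to NEM, curves fitted.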
# uPA surface inh: inhibitors of cell surface uPA generation; cell surface uPA generation assay, qHTS; Potency, µM (series often up to 38.3 µM), without a hit: at the top dose activity change, negative = inhibition, actives largely listed as inhibitors; 330,000 tested, 0.31% active; active means well fitted inhibition curve with a large enough effect; inconclusive means small, poorly fitted or top-dose-only effect; inactive means no such curve, though single readings can be large or run the other way; tested in mouse RAW 264.7 cells; further: potency means the concentration at half of the fitted maximal effect; on the % scale 0 is the no-effect control and ±100 the full control effect; nearly all actives have a fitted effect of over 55% in size
# Mito fusion yeast: inhibitors of mitochondrial division or activators of mitochondrial fusion | S. cerevisiae fusion-defective mutant growth rescue, CellTiterGlo 48 h | Potency, µM (highest dose often 46.1 µM), without a hit: top-dose growth rescue (activation), most hits filed as activators | 320,000 tested, 0.23% active;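 further: potency means the concentration at half of the fitted maximal effect; % of control where 0% means no effect; nearly all actives have a fitted effect of over 45% in size; temperature-sensitive fusion mutants such as fzo1-1 at 37 °C on non-fermentable ethanol glycerol medium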
#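 Read-out: ATP-based luminescence (CellTiterGlo, 10 min ambient) reporting growth of fusion-defective ts yeast after 48 hours at 37C on glycerol/ethanol YPEG medium in the presence of compound.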
# TCR act: activates T cell receptor signaling. primary human leukocytes, anti-CD3, IL-2 HTRF, 48 h. Potency, µM (highest dose often 9.22 µM), inactives show at the top dose activation of IL-2 secretion, most hits filed as activators. 330,000 tested, under 10 active; further: % of control where 0% means no effect
#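 1) Mix primary human leukocytes, a-CD3 beads and compound. 2) Incubate 48 hr. 3) Add HTRF IL-2 reagents (a-IL-2-K, a-IL-2-d2).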
# B2AR arrestin: agonists driving beta-arrestin recruitment to human beta2-adrenergic receptor; P07550; beta-arrestin recruitment to beta2AR, cell-based reporter; Potency, µM (titrated, usually from 46.1 µM), inactives show top-dose activation, most hits filed as activators; 330,000 tested, 0.02% active; AID 492947;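 further: potency means the concentration at half of the fitted maximal effect; 0% = DMSO controls and full agonism = EC100 isoproterenol or metaproterenol; nearly all actives have a fitted effect of over 65% in size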
# Tb PFK inh: T. brucei PFK enzyme inhibition; T. brucei PFK, ADP-Glo luminescence; O15648; AID 485367; 330,000 tested, 0.17% active; Potency, µM (titrated, usually from 57.5 µM), without a hit: at the top dose activity, negative = inhibition, hits mostly inhibitors;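 further: potency means the concentration at half of the fitted maximal effect; 0% = uninhibited 1x PFK enzyme wells and -100% = no-enzyme wells; nearly all actives have a fitted effect of over 60% in size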
#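 1.25 nM PFK with 0.5 mM F6P and 0.1 mM ATP in 0.1 M TEA pH 8.0, 5 mM MgCl2, incubated 45 min at room temperature; ADP measured by ADP-Glo luminescence; compounds titrated up to 57 uM.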
# TSG101-PTAP inh: blocks PTAP/TSG101 interaction to inhibit HIV-1 budding; Q99816; Fluorescence polarization, FITC-PTAP peptide / Tsg101 binding; Potency, µM (series often up to 115 µM), for inactives: at the highest dose activity change, negative = inhibition, hits mostly inhibitors; 340,000 tested, under 10 active; active means well fitted inhibition curve with a large enough effect in the main read-out, with a control signal flat, not every such curve was filed as active; inconclusive means small, poorly fitted or top-dose-only effect, or effect the other way, or a change in a side signal; inactive means no such curve, though single readings can be large or run the other way; further: potency means the concentration at half of the fitted maximal effect; % of control where 0% means no effect
#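 Tsg101 binding domain (10 uM final) was mixed with compound and a FITC-labeled PTAP peptide (50 nM final) in HEPES pH 7.5 buffer with NaCl, Tween 20, EDTA and TCEP; fluorescence polarization was read after 20 min at r.t.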
# * = called active by the depositor; u = inconclusive; x = no result given; [ ] = remark or other dose. Unless noted, the call rests on the fitted dose curve; in most records, active means well fitted curve in the direction sought with a large enough effect; inconclusive means small, poorly fitted or top-dose-only effect, or another doubt; inactive means no such curve, though single readings can be large; an effect the other way counts as inactive or inconclusive.
SMILES,Eya2 inh,TSHR antag,ELG1 DNA repair,Chronic BCR inh,USP2a block,uPA surface inh,Mito fusion yeast,TCR act,B2AR arrestin,Tb PFK inh,TSG101-PTAP inh
Cc1ccc(C)c(N(Cc2cc3ccc(C)cc3[nH]c2=O)C(=O)c2ccco2)c1,-8%,-4,u,-11%,0%,-2%,4%,3%,-0.3%,0%,-1%
CC(C)(Cc1ccc(O)cc1)NC(=O)CC(=O)N/N=C/c1ccc(Cl)cc1,-11%,9,-19%,-7%,0%,u,-1%,7%,-0.5%,0%,-1%
NS(=O)(=O)c1ccc(CCNC(=O)c2cc(-c3ccccn3)nc3ccc(Br)cc23)cc1,12%,-11,u,-10%,6%,-3%,1%,-11%,0.0%,2%,-6%
CCC1(CC)NC(=O)N(CC(=O)OC(C)C(=O)Nc2ccccc2OC)C1=O (configuration not stated),19%,0,u,-16%,2%,2%,-5%,-12%,0.9%,-1%,-1%
CC(C)(C)c1ccc(NC(=O)C(=O)C2C(=O)Nc3ccccc32)cc1 (configuration not stated),-11%,3,12%,-8%,0%,12%,-7%,-2%,-0.3%,1%,-1%
COc1ccccc1C(=O)NN=C1CCN(Cc2ccccc2)CC1,5%,1,u,u,1%,3%,-2%,1%[46.1 µM],0.3%,-1%,-1%
CSc1ccccc1NC(=S)NCc1ccc(Cl)cc1,9%,11,u,3%,0%,9%,-4%,-3%,5.7%,-5%,-3%
CCOc1cc(N2CCOCC2)c(OCC)cc1NC(=O)c1cccc(N(C)C)c1,-1%,-25,u,u,3%,13%,-3%,-1%,0.2%,-2%,0%
Cc1c(C(=O)N2CCN(c3ccc(F)cc3)CC2)sc2nc3n(c(=O)c12)CCC3,6%,6,u,-6%,0%,1%,21%,2%,-0.1%,1%,2%
COC(=O)c1cn(NC(=O)c2cccnc2)c(=O)c2ccccc12,0%,10,15%,-23%,-4%,2%,3%,5%,0.1%,-4%,-2%
CCOC(=O)C1CCCN(C(=O)Cn2nc(CC)n3c(cc4sccc43)c2=O)C1 (configuration not stated),-13%,1,-25%,0%,0%,-2%,5%,-1%,6.6%,-1%,-1%
Cc1sc2nc(SCC(N)=O)n(C)c(=O)c2c1C,0%,-15,3%,1%,2%,0%,-4%,-1%[46.1 µM],0.2%,-3%,-2%
C/C(=N\NC(=S)NC(C)C)c1ccc(C(C)(C)C)cc1,-4%,-6,u,-7%,3%,-3%,u,3%,1.1%,3%,-10%
O=C(Nc1ccc(SC(F)F)cc1)c1cc(-c2ccncc2)nc2ccccc12,-2%,-23,u,-12%,-3%,u,3%,2%,0.3%,5%,2%
Cc1ccc(-c2csc(NCCn3c(C)nc4cc(C(F)(F)F)ccc43)n2)cc1,3%,-17,3%,5%,-2%,16%,x,-11%,0.3%,0%,-3%
O=C1OCCN1C(=O)[C@H]1[C@H](c2ccc(F)cc2)C(c2ccc(F)cc2)=NN1c1ccccc1,9%,6,u,-2%,-1%,-3%,-23%,-12%,-0.1%,2%,0%
CC1(C)CC(=O)c2c(nc3ccccc3c2N)C1,5%,-43,-1%,9%,-2%,-1%,11%,-5%,0.1%,2%,-8%
CN[C@H](C(=O)NC[C@H]1O[C@@H](n2cnc3c(N)ncnc32)[C@H](O)[C@@H]1O)[C@@H](C)OCc1ccccc1,2%,11,23%,7%,2%,10%,x,3%[46.1 µM],0.0%,-3%,-1%
CCCCCNC(=O)c1cccc(S(=O)(=O)N2CC3(C)CC2CC(C)(C)C3)c1 (configuration not stated),u,-18,u,u,2%,-10%,u,-2%,-0.3%,-4%,0%
N#CC(C#N)=C(N)CSc1cccc[n+]1[O-],1%,6,4%,x,1%,-3%,-2%,8%,12%,-2%,1%
COc1cc2[nH]c(=O)n(Cc3ccc(C(=O)N4CCC(N5CCCCC5)CC4)cc3)c(=O)c2cc1OC,-5%,13,-10%,-5%,-3%,19%,-2%,-1%,0.2%,-7%,0%
N#Cc1ccc(OC(=O)c2cnccn2)cc1,-5%,-6,-2%,-14%,0%,2%,-15%,0%,-0.5%,-22%,-5%
CC(=O)c1ccc(N2CCN(C(=O)c3cn(Cc4ccccc4)nc3-c3cccnc3)CC2)c(F)c1,1%,-6,-5%,-11%,-7%,8%,7%,-7%,0.3%,-6%,3%
CCCCn1c(N)c(N(CC(C)C)C(=O)CSc2n[nH]c(-c3ccc(C)cc3)n2)c(=O)[nH]c1=O,-12%,3,u,3%,1%,-2%,-2%,-4%,0.9%,-8%,1%
CC1CN(S(=O)(=O)c2ccc(C(=O)N(CCCN(C)C)c3nc4c(Cl)cccc4s3)cc2)CC(C)O1 (configuration not stated),-14%,35,-1%,-1%,1%,-7%,0%,0%,9.7%,-1%,0%
Cc1cnn(CCC(=O)NNC(=S)NCC(C)C)c1,13%,1,15%,18µM*,3%,0%,-11%,3%[46.1 µM],0.1%,0%,-1%
c1ccc(CNc2ccc3ccccc3n2)nc1,-4%,11,u,u,2%,-27%,3%,x,-0.3%,-9%,1%
CCN(CC(=O)Nc1cccc(OC)c1)CC(=O)Nc1ccc(Br)c(C)c1,-13%,-5,u,u,-11%,-2%,8%,-1%,-0.2%,-7%,1%
Cc1ccc(NC(=O)CC(=O)Nc2ccc(C)cc2C)c(C)c1,-1%,-3,-22%,-3%,2%,16%,6%,2%,-1.1%,2%,-9%
Cc1ccc(S(=O)(=O)N(C(=O)c2ccncc2)c2ccc(OC(=O)c3ccncc3)c3ccccc23)c(C)c1,10%,-3,u,u,2%,-12%,-13%,3%,-0.2%,u,-1%
O=c1ccc(NS(=O)(=O)c2ccc(Cl)cc2)cn1Cc1ccc(Cl)c(Cl)c1,-12%,-6,-13%,u,2%,-4%,4%,x,-0.4%,-1%,-8%
CC1CCCC(NC(=O)C2CC(=O)N(Cc3ccccc3)C2)C1C (configuration not stated),2%,10,u,0%,2%,5%,2%,0%,-1.9%,-11%,-2%
CCOc1ccc(C(CC(=O)O)NC(=O)C(c2ccccc2)c2ccccc2)cc1OC (configuration not stated),15%,-4,0%,u,0%,5%,-8%,2%,0.1%,-1%,-1%
COc1ccc(F)c(-c2nc(CN3CCC(c4ccccc4)CC3)c(C)o2)c1,-5%,-7,-15%,u,-7%,2%,-1%,0%,-0.1%,-3%,1%
CCOC(=O)CSc1nnc(-c2ccco2)n1-c1ccc(C)cc1,2%,-3,7%,1%,0%,1%,1%,2%,0.4%,-1%,-4%
CCOc1ccccc1NC(=O)Nc1cc(OC)ccc1OC,7%,-8,6%,-10%,-1%,6%,-3%,x,-1.1%,-13%,x
COc1cc(OC)cc(-c2c(C#Cc3ccsc3)c3cc(-c4ccc5c(c4)OCO5)ccc3n2C)c1,8%,-16,u,3%,2%,8%,x,-1%,-0.2%,8%,4%
O=C(NC(Cc1c[nH]c2ccccc12)C(=O)O)c1cccs1 (configuration not stated),3%,1,1%,10%,2%,3%,0%,-2%,0.0%,-3%,-1%
COC(=O)CCCC1=CC2=CC(=O)C(C)(OC(=O)c3cccs3)C(=O)C2=CN1CC(C)C (configuration not stated),8%,-4,7%,9%,-2%,10%,16%,5%,0.5%,-4%,-8%
COc1cc(NC(=O)CSc2nccc(C)n2)c(C)cc1[N+](=O)[O-],-4%,-5,11%,u,2%,-3%,-8%,2%[46.1 µM],0.1%,-1%,0%
COc1ccc(NC(=O)CN2CCN(CC(=O)Nc3ccc(F)cc3F)CC2)cc1,2%,-6,1%,u,5%,-1%,-5%,2%,-1.7%,0%,-7%
COc1ccc(S(=O)(=O)N2CCN(C(=S)NCCc3ccccc3)CC2)cc1,-6%,-4,-24%,4%,-7%,-7%,-3%,1%,0.3%,-7%,x
COc1cc(OC)cc(C(=O)Nn2cc(C(=O)Nc3ccc(F)cc3F)c3ccccc3c2=O)c1,10%,1,u,0%,2%,2%,2%,-2%,-1.3%,0%,-14%
O=C(N/N=C/c1ccc([N+](=O)[O-])s1)c1cccc(Br)c1,-20%,1,10µM*,2%,0%,-16%,2%,7%[46.1 µM],-0.5%,-6%,2%
